Compound activity as filed in PubChem BioAssay.
S-ASM inh – inhibitors of human secretory acid sphingomyelinase. P17405. placental ASM, HMU-PC fluorogenic substrate, 60 min. Potency, µM (highest dose often 57.5 µM), for inactives: top-dose activity change, negative = inhibition, hits mostly inhibitors. actives 0.006% (n = 340,000). AID 504937; also: potency is read from the fitted curve at half-maximal effect
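Fluorogenic HMU-PC substrate (9 uM final) is turned over by placental ASM in 60 min at 37 C after a 10 min compound preincubation. Reaction ended by alkaline stop (pH 10), with fluorescence read at 386/447 nm.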
MBNL1-CUG inh – blocks human MBNL1 binding to CUG repeat RNA. Q9NR56. TR-FRET MBNL1-His/biotin-(CUG)12 binding, 665/545 ratio. Potency, µM (top dose mostly 57.5 µM), inactives show at the highest dose activity change, negative = inhibition, most hits filed as inhibitors. actives 0.036% (n = 280,000). AID 2675; active = well fitted inhibition curve with a large enough effect in the signal ratio, with a control signal flat, not every such curve was filed as active; inconclusive = small, poorly fitted or top-dose-only effect, or effect the other way, or a change in a side signal; inactive = no such curve, though single readings can be large or run the other way; the % refers to the signal ratio; also: potency is read from the fitted curve at half-maximal effect; % is scaled to controls: 0 for no effect and ±100 for the full control effect
Target sequence (Q9NR56 whole entry, looked up): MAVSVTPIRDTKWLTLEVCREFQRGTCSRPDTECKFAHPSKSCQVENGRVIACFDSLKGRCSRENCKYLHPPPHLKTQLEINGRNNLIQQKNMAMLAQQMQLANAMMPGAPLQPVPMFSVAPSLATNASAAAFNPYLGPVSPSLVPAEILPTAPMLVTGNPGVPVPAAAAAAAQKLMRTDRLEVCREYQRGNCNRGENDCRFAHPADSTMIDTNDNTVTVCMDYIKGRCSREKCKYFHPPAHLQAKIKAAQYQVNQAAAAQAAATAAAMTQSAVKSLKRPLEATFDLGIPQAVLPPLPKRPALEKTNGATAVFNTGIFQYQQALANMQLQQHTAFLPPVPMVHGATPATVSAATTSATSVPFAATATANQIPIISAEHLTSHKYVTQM
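Inhibition of protein-RNA binding appears as loss of TR-FRET between terbium anti-His antibody on MBNL1-His and streptavidin-XL665 on biotin-(CUG)12. Activity is normalized to buffer-only and uninhibited-complex controls.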
Menin MLL FP TR – inhibitors of human menin-MLL interaction, mutant MLL peptide. O00255. Menin + Texas Red MLL mutant peptide, fluorescence polarization. Potency, µM (titrated, usually from 61.6 µM), without a hit: at the highest dose FP activity change, negative = inhibition, most hits filed as inhibitors. actives 0.23% (n = 270,000); active = well fitted inhibition curve with a large enough effect in the polarisation, with a control signal flat, not every such curve was filed as active; inconclusive = small, poorly fitted or top-dose-only effect, or effect the other way, or a change in a side signal; inactive = no such curve, though single readings can be large or run the other way; the % refers to the polarisation; also: potency is read from the fitted curve at half-maximal effect; % of control where 0% means no effect; many of its hits are not listed in these tables
MLL CXXC-DNA inh – blocks binding of human MLL CXXC domain to DNA | Potency, µM (doses to about 115 µM), for inactives: at the highest dose activity change, negative = inhibition, actives largely listed as inhibitors | MLL-CXXC / FITC-HOXA9 DNA fluorescence polarization | actives 0.037% (n = 290,000) | AID 2662 | Q03164; active = well fitted inhibition curve with a large enough effect in the polarisation, with a control signal flat, not every such curve was filed as active; inconclusive = small, poorly fitted or top-dose-only effect, or effect the other way, or a change in a side signal; inactive = no such curve, though single readings can be large or run the other way; the % refers to the polarisation; also: potency is read from the fitted curve at half-maximal effect
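Purified MLL-CXXC (added from a 7 uM solution) was preincubated 5 min at ambient with pinned compounds in 50 mM Tris-HCl pH 7.5, 50 mM NaCl, 1 mM DTT, 0.05% BSA. Fluorescein-labeled HOX-A9 DNA (50 nM solution) followed, 30 min, then polarization read.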
AT treatment – potential ataxia-telangiectasia treatments restoring KAP-1 phosphorylation | […] A-T fibroblasts, KAP-1 phosphorylation AlphaLISA; neocarzinostatin DNA damage 30 min before lysis | Potency, µM (top dose mostly 57.5 µM), for inactives: at the top dose activation, hits mostly activators | actives 0.19% (n = 320,000) | AID 485349; also: potency is read from the fitted curve at half-maximal effect; % of control where 0% means no effect; nearly all actives have a fitted effect of over 45% in size
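ATM-like activity read as KAP-1 phosphorylation via AlphaLISA donor/acceptor antibody pairs after lysis and 6 hr at 25C. Cells were ATM-null patient fibroblasts ([…], hTERT), dosed 60 min, then exposed to the DSB inducer NCS for 30 min.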
Mito fusion act – mitochondrial division inhibition or fusion activation | S. cerevisiae fusion-defective mutant growth rescue, CellTiterGlo 48 h | Potency, µM (titrated, usually from 46.1 µM), for the others: at the highest dose growth rescue (activation), most hits filed as activators | actives 0.23% (n = 320,000);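 also: potency is read from the fitted curve at half-maximal effect; % of control where 0% means no effect; nearly all actives have a fitted effect of over 45% in size; temperature-sensitive fusion mutants such as fzo1-1 at 37 °C on non-fermentable ethanol glycerol medium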
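Compounds are tested for their ability to restore growth of mitochondrial fusion-defective yeast strains at non-permissive 37C in YPEG medium over 48 hours. Viability is quantified by luciferase luminescence.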
a7 integrin act – activators of alpha7 integrin expression for muscular dystrophy | alpha7betagal myoblasts, beta-gal FDG fluorescence, 48 h | Potency, µM (highest dose often 38.3 µM), without a hit: at the highest dose activation, actives largely listed as activators | actives 0.064% (n = 350,000) | AID 624291;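 also: potency is read from the fitted curve at half-maximal effect; 100% = response of the positive control SU9516; nearly all actives have a fitted effect of over 60% in size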
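Alpha7betagal+/- myoblasts (passage 13) were plated 16-24 hr, then exposed to compounds (1:260 dilution of DMSO stock) for 48 hours at 37C. After MPER lysis, β-galactosidase reporter activity was read as FDG fluorescence (ex 480/em 540) after 30 minutes.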
TSHR antag – blocks TSH signaling through the human TSH receptor; AID 504810; P16473; actives 0.2% (n = 330,000); TSHR-expressing cells, TSH-stimulated cAMP HTRF, 2 h; stronger effect = lower value; activity change, negative = inhibition, % at 11.5 µM;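 active = activity change below a set negative limit, meaning inhibition stronger than a set level, cut at about -70% in these data; inconclusive = activity change between two set negative limits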; also: % is scaled to controls: 0 for no effect and ±100 for the full control effect
Target sequence (P16473 whole entry, looked up): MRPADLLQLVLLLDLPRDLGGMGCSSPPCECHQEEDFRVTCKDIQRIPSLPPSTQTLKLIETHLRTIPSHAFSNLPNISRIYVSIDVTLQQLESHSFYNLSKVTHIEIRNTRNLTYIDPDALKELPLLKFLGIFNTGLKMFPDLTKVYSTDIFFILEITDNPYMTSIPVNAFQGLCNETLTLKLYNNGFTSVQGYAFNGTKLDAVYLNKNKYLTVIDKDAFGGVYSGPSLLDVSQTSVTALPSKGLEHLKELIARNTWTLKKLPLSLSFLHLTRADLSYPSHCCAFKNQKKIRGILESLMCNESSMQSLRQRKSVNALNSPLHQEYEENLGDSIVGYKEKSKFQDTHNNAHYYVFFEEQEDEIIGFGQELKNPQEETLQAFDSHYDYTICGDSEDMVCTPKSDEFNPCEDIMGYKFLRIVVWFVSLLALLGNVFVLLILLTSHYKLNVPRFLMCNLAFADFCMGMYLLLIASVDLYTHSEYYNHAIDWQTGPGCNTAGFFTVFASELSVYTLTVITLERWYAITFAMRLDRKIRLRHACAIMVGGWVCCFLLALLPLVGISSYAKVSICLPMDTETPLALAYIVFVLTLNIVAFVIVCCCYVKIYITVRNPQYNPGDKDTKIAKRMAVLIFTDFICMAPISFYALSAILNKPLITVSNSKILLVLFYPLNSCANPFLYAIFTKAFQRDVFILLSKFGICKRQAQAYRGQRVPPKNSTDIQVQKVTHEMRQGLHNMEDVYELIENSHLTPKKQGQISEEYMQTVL
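TSHR-expressing cells, 200/well, pre-treated with compound, then stimulated with EC80 TSH (4nM final) for 2 hours at 37 deg C. cAMP measured by competitive HTRF: anti-cAMP cryptate antibody in lysis buffer plus cAMP-d2, read after 30 minutes at room temperature.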
TCR activator – T cell receptor activation; primary human leukocytes, anti-CD3, IL-2 HTRF, 48 h; Potency, µM (series often up to 9.22 µM), inactives show top-dose activation of IL-2 secretion, actives largely listed as activators; 330,000 tested, under 10 active; AID 504894; also: % of control where 0% means no effect
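Compounds are tested in HTS on primary human leukocytes co-incubated with a-CD3 beads for 48 hr. IL-2 output is measured by time-resolved FRET.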
PTAP TSG101 blk – blocks PTAP/TSG101 interaction to inhibit HIV-1 budding. Potency, µM (titrated, usually from 115 µM), inactives show at the top dose activity change, negative = inhibition, usual class: inhibitors. Fluorescence polarization, FITC-PTAP peptide / Tsg101 binding. 340,000 tested, under 10 active. AID 493005; active = well fitted inhibition curve with a large enough effect in the main read-out, with a control signal flat, not every such curve was filed as active; inconclusive = small, poorly fitted or top-dose-only effect, or effect the other way, or a change in a side signal; inactive = no such curve, though single readings can be large or run the other way; also: potency is read from the fitted curve at half-maximal effect; % of control where 0% means no effect
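Fluorescence anisotropy tracks displacement of a FITC-tagged PTAP peptide (50 nM) from the Tsg101 binding domain (10 uM), following a 20 min room-temperature incubation at pH 7.5.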
The depositor's hits bear a star; u = inconclusive; x = not tested or not shown; [ ] = dose if it differs, or a comment. Unless noted, calls follow the shape of the dose curve; as a rule, active = well fitted curve in the direction sought with a large enough effect; inconclusive = small, poorly fitted or top-dose-only effect, or another doubt; inactive = no such curve, though single readings can be large; an effect the other way counts as inactive or inconclusive.

SMILES | S-ASM inh | MBNL1-CUG inh | Menin MLL FP TR | MLL CXXC-DNA inh | AT treatment | Mito fusion act | a7 integrin act | TSHR antag | TCR activator | PTAP TSG101 blk
COCCCNC(=O)c1cc2c(=O)n(C)c3ccccc3c2n1C | -2.9% | -2.1% | -0.1% | -5.4% | -4.4% | -0.8% | -9.3% | -9.8 | -2.8% | 3.9%
N#Cc1c(NC(=O)c2ccc(Br)o2)n(-c2ccccc2)c2nc3ccccc3nc12 | 427.9%[activator] | 20.8% | x | -3.3% | 15.4% | 21.3% | -25.4% | 2.1 | -7.1% | 0.9%
CCSc1nnc(CNC(=O)C23CC4CC(CC(C4)C2)C3)n1Cc1ccccc1 | 3.6% | -4.0% | u | 5.5% | 4.0% | 1.3% | 20.1% | 3.5 | -8.6%[46.1 µM] | -1.9%
COc1ccccc1OC(=O)c1ccc2nsnc2c1 | -5.3% | u | -5.0% | -4.9% | 9.6% | 2.2% | 8.5% | -2.1 | -3.1% | 1.1%
O=C1c2[nH]nc(-c3ccccc3O)c2C(c2ccc(F)cc2)N1CC1CCCO1 (stereo not drawn) | -5.6% | -6.9% | -5.1% | 1.0% | 5.3% | 2.7% | 5.1% | 0.5 | -6.7% | -10.5%
COc1ccccc1CNC(=O)CCCc1ccccc1 | 5.1% | -23.1% | -0.8% | 7.9% | -2.1% | 2.6% | 24.6% | -5.5 | -7.2%[46.1 µM] | -0.2%
O=C(CN1CCc2ccccc2C1)N1CCN(S(=O)(=O)c2ccccc2)CC1 | -0.8% | -2.8% | 3.3% | 2.0% | -5.6% | 2.8% | 21.9% | 7.7 | 2.6% | -1.0%
Cc1ccc(CN(C)C(=O)c2cccc(S(=O)(=O)N3CCCC3)c2)cc1 | -0.6% | x | x | x | -0.7% | 2.6% | -4.2% | -3.7 | x | -4.3%
O=C(Cn1ncc2c(=O)oc3ccccc3c21)N1CCN(c2ccccn2)CC1 | -2.7% | 8.7% | -7.6% | 2.2% | 3.0% | 5.7% | -0.3% | -17.4 | 0.3% | 1.9%
O=C(NCC1CCCO1)c1cccc(NS(=O)(=O)c2ccccc2)c1 (stereo not drawn) | 3.8% | x | x | x | 3.6% | 4.6% | -10.3% | 4.0 | -2.0% | -0.2%
CC(C)[C@H](NS(=O)(=O)c1ccc2c(c1)OCCO2)C(=O)OCC(=O)Nc1cc(Cl)ccc1Cl | -3.1% | -8.1% | -12.1% | -8.7% | 1.7% | u | 15.9% | -9.3 | -0.5%[46.1 µM] | -5.3%
Cc1ccc(OCCCSc2n[nH]c(N)n2)cc1 | 2.1% | 7.9% | 1.5% | 5.8% | 5.3% | 5.5% | 7.8% | 0.9 | 5.8% | 0.5%
Cc1ccc(CNC(=O)C2CCN(S(=O)(=O)c3cnc[nH]3)CC2)cc1 | -0.9% | -2.5% | 0.1% | 5.9% | 0.2% | 1.9% | 32.5% | -5.0 | x | -9.8%
CCC1=Nc2cc(C(=O)NCCN3CCOCC3)ccc2Sc2ccc(C)cc21 | -0.3% | -0.2% | 0.7% | 56.5%[activator] | -1.1% | -7.9% | -6.2% | 18.1 | -7.9% | -1.0%
COC(=O)C1=C(C)N(c2ccc(OC)c(OC)c2)C(=O)/C1=C\c1cccs1 | -6.2% | 1.2% | 14.4% | 23.0% | -1.9% | -0.8% | 1.1% | 18.3 | 6.6% | 2.4%
Nc1ccc(CN2CCOCC2)cc1 | 1.9% | -4.0% | 3.8% | 6.8% | 0.5% | -2.0% | -1.0% | 0.2 | 7.9% | 0.2%
CC(=O)NC1C(OCc2cccc(Br)c2)OC(COC(C)=O)C(OC(C)=O)C1OC(C)=O (stereo not drawn) | -2.7% | 3.8% | -3.1% | 18.7% | -0.8% | 0.1% | 0.1% | 3.8 | 3.1% | 2.1%
CC1(C)CC(=O)C2=C(C1)Nc1[nH]n(-c3ccccc3)c(=O)c1C2c1ccc2c(c1)OCO2 (stereo not drawn) | 0.1% | -3.3% | u | 1.1% | -2.3% | -1.7% | -0.2%[7.66 µM] | -8.3 | 8.2% | -2.5%
O=C(C=Cc1cccnc1)c1ccccc1 | -0.7% | x | x | x | x | x | -38.2% | x | 1.1% | -0.3%
COC(=O)c1cc(COc2ccc3c4c(c(=O)oc3c2)CCC4)c(C)o1 | x | -3.3% | 14.7% | 11.5% | 4.5% | 0.4% | x | 6.7 | x | x
COc1ccc(NC(=O)C2CCN(C(=O)c3cccs3)CC2)cc1 | 1.0% | 0.6% | x | -4.1% | -1.9% | -5.9% | 22.1% | 3.1 | 1.2% | 0.4%
Cc1cc(-c2nn3c(C)nnc3s2)ccc1NC(=O)C(C)(C)C | -1.8% | x | x | x | x | x | 10.6% | x | 5.1% | -11.3%
CSc1ccc(/C=N\Nc2nncn2N)cc1 | -0.5% | 12.6% | u | -5.4% | 17.8% | 10.6% | -52.5%[inhibitor] | 12.6 | 0.1% | -0.5%
Cc1nn(C)cc1C(=O)Nc1cc(Oc2ccc(Cl)cc2)cc([N+](=O)[O-])c1 | -3.4% | -6.0% | x | -9.1% | 1.1% | 0.1% | -25.9%[7.66 µM] | -24.6 | -6.3% | -1.4%
O=C(Cc1ccccc1Cl)Nc1cccc(S(=O)(=O)N2CCOCC2)c1 | -1.3% | -13.9% | 1.6% | -9.1% | -6.3% | -2.5% | -21.6% | -1.3 | -3.6%[46.1 µM] | -1.3%
Cc1cc(C(=O)N/N=C/c2cccs2)no1 | 6.2% | -7.5% | 3.1% | -4.2% | -27.0% | 0.7% | -16.4% | 16.1 | -0.7%[46.1 µM] | -0.5%
Cc1nc2ccc(NC(=O)C3=NN(C)C(=O)CC3)cc2s1 | 0.7% | x | x | x | 6.6% | x | 0.0% | x | 0.6% | -3.9%
CN1CCC(=NNC(=O)c2ccco2)CC1 | 1.3% | -1.0% | -15.2% | -5.5% | 2.9% | 0.0% | 13.4% | 7.6 | 1.5% | -8.8%
COc1cc(C2C(C#N)=C(N)OC3=C2C(=O)CC(C)(C)C3)cc2c1OCO2 (stereo not drawn) | -1.5% | x | x | x | x | x | -11.6% | x | -12.6% | -0.6%
CCOC(=O)C1=C(c2ccccc2)O/C(=C(/C(=O)OC)C(F)(F)F)S1 | -1.8% | 11.4% | 5.0% | -2.7% | 11.1% | 2.9% | -38.7% | 13.8 | 11.1% | -11.8%
CCOC(=O)/C=C1/SCC(=O)N1Cc1ccc(Br)cc1 | -24.7% | x | x | x | x | x | 6.9% | x | -11.6% | -2.7%
Cc1n[nH]c(C)c1Sc1ccccc1N=Cc1cc(Cl)cc([N+](=O)[O-])c1O | 28.4% | -7.5% | u | 22.0% | x | 4.8% | 26.6% | -16.0 | -3.1% | -0.6%
C=CCOn1c(=O)c(-c2ccccc2)[n+]([O-])c2ccccc21 | 26.0% | u | 9.6% | 8.2% | -0.3% | 11.3% | 1.4% | 11.7 | -7.5% | -1.4%
Cc1nn(-c2ccccc2)c(C)c1C(=O)OCC(=O)NCc1ccco1 | -0.8% | -4.2% | 9.0% | -4.8% | -1.3% | 4.6% | -30.7% | -6.7 | -1.6% | -0.7%
O=C(COc1ccccc1)Nc1ccccc1NS(=O)(=O)c1cccs1 | -0.8% | -24.9% | -1.4% | 7.7% | -5.9% | 25.7% | 1.3% | 3.5 | -0.1%[46.1 µM] | -3.0%
CC(C)(C)CC(=O)O/N=C(\N)c1ccncc1 | -0.6% | -2.8% | -6.9% | 4.9% | 2.2% | -8.4% | 11.0% | -4.9 | -7.7% | -1.6%
O=C(NC1=CC(=O)c2ccccc2C1=O)c1ccccc1 | -3.2% | x | x | x | x | x | -12.2% | x | 3.2% | -6.4%
COc1ccc(C(CCN2CCCCC2)c2c(OC)cc(OC)c3c(-c4ccccc4)cc(=O)oc23)cc1 (stereo not drawn) | -9.4% | 26.0% | u | u | 13.5% | -14.6% | -44.1% | -1.2 | 3.8% | -2.1%
COc1ccc(-c2csc(N(CCCN(C)C)C(=O)c3ccc(C(C)(C)C)cc3)n2)cc1 | -8.0% | -11.1% | u | u | -1.1% | -12.1% | -57.5%[inhibitor] | -2.2 | x | 0.6%
COC(=O)c1cc(S(=O)(=O)N2CCCCC2)ccc1N1CCOCC1 | 1.6% | x | x | x | -8.3% | 4.0% | -7.8% | -0.3 | -1.7% | 0.1%
Cc1cc(NC(=O)CN2CCCC(C)C2)n(-c2nc3ccccc3s2)n1 (stereo not drawn) | -1.3% | 29.5% | -4.9% | 7.8% | x | 5.8% | -27.1% | x | -1.9% | -0.5%

Not all compounds are listed (hit frequency here may not be typical).
